M5 ag = human M5 muscarinic receptor agonists, primary screen, CHO-K1 cells, Fluo-8 calcium fluorescence. Muscarinic acetylcholine receptor M5 (Homo sapiens), P08912. CHO-K1 hM5 cells; 0% DMSO wells, 100% maximal acetylcholine response. activation, % at 3 µM. hit rate 0.19% among 360,000;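 active = activation above the run's mean over test compounds plus 3 SD, cut at about 23% in these data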;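 note: signal is peak over basal fluorescence ratio across the kinetic read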
Target sequence (P08912 whole entry, looked up): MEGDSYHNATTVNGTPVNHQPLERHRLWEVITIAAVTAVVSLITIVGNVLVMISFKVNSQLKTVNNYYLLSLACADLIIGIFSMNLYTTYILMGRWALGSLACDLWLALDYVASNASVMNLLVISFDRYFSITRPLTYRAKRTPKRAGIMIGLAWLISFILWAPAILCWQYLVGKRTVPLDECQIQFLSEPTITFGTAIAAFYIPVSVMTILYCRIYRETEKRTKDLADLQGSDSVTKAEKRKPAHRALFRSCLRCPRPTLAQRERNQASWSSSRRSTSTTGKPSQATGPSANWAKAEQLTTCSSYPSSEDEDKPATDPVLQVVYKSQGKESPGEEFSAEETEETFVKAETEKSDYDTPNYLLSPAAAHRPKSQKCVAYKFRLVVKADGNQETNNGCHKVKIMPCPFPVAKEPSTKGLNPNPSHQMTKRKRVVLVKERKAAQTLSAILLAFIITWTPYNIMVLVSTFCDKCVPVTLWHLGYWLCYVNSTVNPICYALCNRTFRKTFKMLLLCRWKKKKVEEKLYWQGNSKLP
M4 ag = human M4 muscarinic receptor agonists, primary screen, CHO-K1 cells, Fluo-8 calcium fluorescence. hit rate 0.14% among 360,000. activation, % at 3 µM. AID 624127, 2012. CHO-K1 hM4/Gqi5; vehicle 0%, full acetylcholine response 100%;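 active = activation above the run mean over all test wells plus 3 SD, cut at about 32% in these data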;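 note: peak over basal fluorescence ratio per well then scaled between controls; 0% = DMSO wells and 100% = acetylcholine at EC100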
Target sequence (P08173 whole entry, looked up): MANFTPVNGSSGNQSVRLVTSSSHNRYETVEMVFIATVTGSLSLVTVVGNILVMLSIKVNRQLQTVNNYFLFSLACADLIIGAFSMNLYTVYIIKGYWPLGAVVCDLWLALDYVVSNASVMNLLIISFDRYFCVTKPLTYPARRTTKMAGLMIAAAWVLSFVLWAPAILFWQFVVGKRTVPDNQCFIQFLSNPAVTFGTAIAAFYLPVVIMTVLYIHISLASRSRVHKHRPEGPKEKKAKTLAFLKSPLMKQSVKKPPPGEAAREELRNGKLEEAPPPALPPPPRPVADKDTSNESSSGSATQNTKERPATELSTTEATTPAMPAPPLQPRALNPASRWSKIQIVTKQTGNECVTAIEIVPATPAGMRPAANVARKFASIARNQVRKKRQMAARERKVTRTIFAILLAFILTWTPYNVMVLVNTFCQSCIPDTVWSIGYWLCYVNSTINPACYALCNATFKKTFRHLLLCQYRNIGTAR
CHRM5 antagonist = human M5 muscarinic receptor antagonists, primary screen, CHO cells, Fluo-8 calcium fluorescence. inhibition, % at 3 µM. CHO-hM5 cells, ACh EC80. hit rate 0.59% among 360,000;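 active = inhibition above a per-plate cutoff, the mean of that plate's test compounds plus 3 SD, cut at about 27% in these data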;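 note: 0% = acetylcholine EC80 with DMSO and 100% = DMSO without agonist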
CRFR2-BP antag = antagonists of CRF-BP/CRF-R2 complex, primary screen, cell-based, HEK293, calcium dye fluorescence, uHTS | CRF-induced calcium fluorescence | inhibition, % at 11.8 µM | hit rate 0.59% among 350,000;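 active = inhibition of the ligand-induced calcium signal above about 50% at the single tested concentration, limit read from the data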
CHRM4 antagonist = human M4 muscarinic receptor antagonists, primary screen, CHO cells, Fluo-8 calcium fluorescence | CHO-hM4 cells, ACh EC80 | AID 624125, 2012 | inhibition, % at 3 µM | hit rate 0.73% among 360,000;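 active = inhibition above its plate's cutoff, the mean inhibition of sample wells plus 3 SD, cut at about 27% in these data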;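 note: 0% = acetylcholine EC80 with DMSO and 100% = DMSO without agonist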
CRFBP-R2 agonist = agonists of CRF-BP/CRF-R2 complex, primary screen, cell-based, HEK293, calcium dye fluorescence, uHTS; CRF-binding protein / CRF receptor 2 complex (human); calcium dye fluorescence (FLIPR); percent of saturating CRF peptide response; activation, % at 13.2 µM; hit rate 0.46% among 350,000;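 active = activation of at least 50%, plus an integration ratio under a set limit after plate pattern correction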;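 note: plate controls were neutral control wells without compound for no effect and CRF at EC100 for full effect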
IDE inh = human IDE inhibitors in live cells, primary screen, fluorescence polarization, HEK cells, FAbetaB substrate; Insulin-degrading enzyme (Homo sapiens), P14735; FAbetaB cleavage; inhibition, % at 5.59 µM; hit rate 0.41% among 320,000;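 active = percent inhibition above the average of all tested compounds plus 3 SD, set per screening campaign, cut at about 16% in these data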;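 note: IDE supplied by intact live HEK cells; FP after avidin binding of uncleaved biotin substrate so inhibition keeps polarization high; 0% = DMSO wells and 100% = 60 µM reference IDE inhibitor Ii1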
CHRM4 PAM = human M4 muscarinic receptor positive allosteric modulators, primary screen, CHO-K1 cells, Fluo-8 calcium fluorescence. Muscarinic acetylcholine receptor M4 (Homo sapiens), P08173. CHO-K1 hM4/Gqi5, ACh EC20; 0% = ACh EC20, 100% = maximal ACh. activation, % at 3 µM. hit rate 0.4% among 360,000;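 active = activation above its plate's cutoff, the mean activation of sample wells plus 3 SD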; note: some results filed as inactive read as strong as hits
CHRM5 PAM = human M5 muscarinic receptor positive allosteric modulators, primary screen, CHO-K1 cells, Fluo-8 calcium fluorescence; CHO-K1 hM5, ACh EC20 PAM; 0% = ACh EC20, 100% = ACh EC100; activation, % at 3 µM; Muscarinic acetylcholine receptor M5 (Homo sapiens), P08912; AID 624038, 2012; hit rate 0.3% among 360,000;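 active = activation above the run cutoff, the mean activation of all test compounds plus 3 SD, cut at about 18% in these data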
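Assay system: CHO-K1 hM5 cells / Incubation: Fluo-8 loading 80 min at 37 °C plus 30 min room temperature / Technique: Fluo-8 calcium dye fluorescence, kinetic read / Repeats: single replicate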
Starred values were filed as active, the others as inactive; nt = not tested or not shown.

M5 ag | M4 ag | CHRM5 antagonist | CRFR2-BP antag | CHRM4 antagonist | CRFBP-R2 agonist | IDE inh | CHRM4 PAM | CHRM5 PAM | compound
0 | 1 | -6 | -3 | -7 | 0.1 | -1 | 9 | 0 | CC1=C(C)CC(C(=O)Nc2ccc(C(N)=O)cc2)C(C(=O)O)C1 (configuration not stated)
-2 | 0 | 7 | 15 | 1 | -5.3 | -1 | 20 | 2 | CCOc1ccc(N2C(=O)CC(NCc3ccc(S(N)(=O)=O)cc3)C2=O)cc1 (configuration not stated)
2 | 1 | 3 | -1 | -21 | -0.3 | -3 | -3 | 2 | O=C(COC(=O)CNS(=O)(=O)c1ccc(Br)cc1Cl)NC1CCCC1
-9 | 0 | -2 | -7 | 1 | 1.4 | 1 | -3 | 4 | Cc1ccc(N2C(N)=NC(N)=NC2(C)C)c(C)c1
0 | 1 | -5 | 0 | -11 | 4.5 | 3 | 6 | 5 | Fc1ccc(-c2nnsc2Sc2ccccn2)cc1
0 | 3 | 4 | -5 | 5 | -0.7 | 0 | 1 | -6 | O=C(Nc1cccc([N+](=O)[O-])c1)Nc1cnccn1
1 | 2 | 1 | -61 | -5 | -0.6 | 5 | 9 | 10 | CCCCCCn1c(N2CCCC2)nc2c1c(=O)[nH]c(=O)n2C
-7 | 2 | -14 | -2 | 1 | 3.7 | 0 | -3 | 2 | O=C(NCCc1ccccc1Cl)c1cc(COc2ccc(F)cc2F)on1
-3 | 0 | -6 | -10 | -14 | -2.7 | nt | 3 | -5 | COc1ccc(OC)c2c(C)cc(N3CCCCCC3)nc12
-2 | 1 | -1 | -3 | -1 | -1.3 | 4 | 0 | -5 | CCOC(=O)CN=C(NS(=O)(=O)c1ccc(Cl)cc1)c1ccccc1
-6 | 6 | -4 | -13 | 0 | 0.5 | 3 | -11 | -1 | CN(Cc1ccccc1F)c1nc(-c2cccnc2)nc2ccccc12
3 | 7 | 1 | 7 | -6 | -1.1 | -7 | 4 | -5 | O=C(COC(=O)Cn1nc(-c2ccccc2)oc1=O)Nc1ccc(F)cc1
2 | 2 | 4 | -6 | 1 | -1.8 | 2 | -1 | 7 | Cc1cc(C)cc(N(CC(=O)NCCSCc2ccco2)S(C)(=O)=O)c1
-7 | 2 | -9 | -9 | -2 | -3.1 | -6 | 1 | -2 | O=C(/C=C/c1c(Cl)cccc1Cl)N1CCN(c2ncccn2)CC1
3 | 12 | 3 | -9 | -18 | 1.9 | 1 | 6 | -10 | COc1ccc(-c2cc(C(=O)N3CCCCC3)c3ccccc3n2)cc1
-10 | 1 | 6 | 8 | 7 | 0.7 | 1 | -7 | -6 | COc1ccc(NC(=O)Cc2cccc3ccccc23)cc1
0 | 1 | -2 | 6 | 6 | -1.2 | -10 | -1 | -3 | O=C(O)CCn1c(SCc2cccc3ccccc23)nc2ccccc21
1 | -1 | 2 | -22 | -2 | 28 | nt | -4 | -5 | Cc1ccc(S(=O)(=O)N2C[C@@H]3[C@H]4CC[C@H](C4)[C@@H]3[C@@H](C)[C@@H]2c2ccco2)cc1
4 | 12 | 7 | -11 | -2 | -2.8 | -1 | -4 | -8 | Cc1cccc(N2CCN(C(=O)Cn3nc(C)n4cccc4c3=O)CC2C)c1 (configuration not stated)
-4 | 1 | -4 | 5 | -3 | -0.7 | 3 | 4 | 8 | CCN(CC)/C(=N\S(=O)(=O)c1ccc(F)cc1)c1ccccc1
-4 | 0 | 1 | -36 | 4 | 0.7 | 6 | -6 | -5 | CC1CCc2c(C(=O)Nc3ccc(OC(F)(F)F)cc3)csc2C1 (configuration not stated)
-5 | -2 | 0 | 8 | 15 | -1.8 | 4 | -5 | -2 | Cc1cc(C)cc(NC(=O)CN2CCc3ccccc3C2)c1
-1 | 0 | 15 | -5 | 13 | 0.1 | -2 | -7 | -4 | CCOC(=O)c1sc(NC(=O)CSc2nccn2C)nc1C
3 | 4 | 5 | -10 | 0 | 0.6 | 5 | 3 | 2 | Cc1c(C(=O)N(C)Cc2nc3ccccc3c(=O)[nH]2)oc2ccccc12
-4 | 4 | 11 | -1 | -1 | -0.1 | 6 | 0 | -4 | CCCCOc1ccc(C(=O)NCC(=O)N(C)Cc2nc3ccccc3c(=O)[nH]2)cc1
-7 | 0 | -5 | -3 | 2 | -0.3 | 7 | 2 | 6 | O=C(Nc1ccc2c(c1)nc1n2CCOC1)c1ccco1
-3 | 0 | 3 | -16 | 5 | -1.1 | 2 | 2 | -4 | Cc1ccc(CN2CCN(/N=C/c3ccco3)CC2)c(C)c1
-1 | 0 | -5 | -5 | -1 | 0.7 | 4 | 15 | 7 | CC1CC(=O)c2cnc(NCC3CCCO3)nc2C1 (configuration not stated)
0 | 0 | 7 | -12 | 14 | -1.4 | -2 | -7 | -2 | COc1ccc(C2C(C(=O)c3ccco3)=C(O)C(=O)N2CC2CCCO2)c(OC)c1 (configuration not stated)
-2 | 1 | 16 | 2 | -7 | -0.6 | 2 | 8 | 1 | C=CCOc1cccc(C2C(C(=O)c3ccc(C)o3)=C(O)C(=O)N2CCCn2ccnc2)c1 (configuration not stated)
3 | 1 | -4 | 26 | 9 | -1.8 | -6 | 16 | 8 | O=C(Nc1ccc(Oc2ccc3c(c2)C(=O)N(c2ccc(O)cc2)C3=O)cc1)c1cccs1
-1 | 1 | -2 | -5 | -4 | 0.1 | -2 | -3 | 10 | CC(C)N(Cc1nccn1C)C(=O)CC1C(=O)NCCN1Cc1ccc(F)cc1 (configuration not stated)
-4 | 12 | 13 | 5 | 10 | 4.9 | 5 | -6 | -29 | CC(Sc1ccc(S(=O)(=O)N2CCOCC2)cn1)c1ccccc1Cl (configuration not stated)
-4 | 3 | 0 | -21 | -2 | -0.2 | 4 | 5 | 0 | CCOC(=O)Cn1cc(C(=O)OC)c2ccccc21
-2 | 1 | 0 | 18 | -8 | -2.1 | 7 | 6 | -3 | Cn1/c(=N/N=C/c2ccc(Cl)c([N+](=O)[O-])c2)sc2ccccc21
-6 | 3 | 4 | -5 | 5 | 0.9 | 3 | -3 | 2 | O=C(CSc1n[nH]c(=O)n1C1CC1)c1ccc2c(c1)OCCO2
-5 | 1 | -2 | 2 | -4 | 0.3 | 2 | 2 | -2 | Cc1ccc(S(=O)(=O)NNC(=O)Nc2ccc(C)c(C)c2)c(C)c1
2 | 1 | 4 | 4 | 3 | -0.7 | 1 | 9 | 2 | COc1ccccc1C(=O)NCCC(=O)N(C)CC(=O)Nc1ccc(C)cc1
-11 | 1 | 6 | -1 | 2 | 1.9 | -2 | -5 | -2 | O=C(NCc1ccccc1CN1CCCC1)C1CCN(S(=O)(=O)c2ccc(F)c(F)c2)CC1
-1 | 2 | 4 | 8 | 0 | -0.1 | 25* | -2 | -14 | CC(=O)N(C(C)=O)c1nc(-c2ccccc2)cn1/N=C/c1ccccc1
1 | 0 | -5 | -6 | 2 | -3.7 | 4 | -3 | 2 | COc1cccc(NC(=O)c2cccs2)c1
-1 | -1 | 6 | -4 | 9 | 0.6 | 2 | -2 | 5 | CC1CC(Nc2ccccc2)c2ccccc2N1C(=O)c1ccccc1F (configuration not stated)
3 | 1 | -4 | 12 | -9 | -1.4 | 1 | 0 | 6 | O=S(=O)(c1ccc(F)cc1)N1CCN(S(=O)(=O)c2cc(F)ccc2F)CC1
1 | 0 | 4 | -9 | 0 | 31 | 0 | -6 | -4 | Cc1ccc(-c2cc(C(=O)N/N=C/c3ccco3)[nH]n2)cc1
0 | -1 | 7 | -4 | -2 | -1.4 | -1 | 1 | 0 | CCCN[C@@H]1C(=O)N2C(C(=O)OCCC)=C(C)CS[C@H]12
0 | 1 | 17 | nt | -4 | nt | nt | 6 | 1 | CCn1nccc1NC(=O)c1csc([C@@H]2O[C@H](CO)[C@H](O)[C@H](O)[C@H]2O)n1
-2 | 5 | -5 | -41 | 3 | 25 | 44* | 0 | 0 | COc1cc(/C=C/c2nc3ccccc3c(=O)[nH]2)cc(Br)c1O
-4 | -1 | 3 | 24 | -13 | -11 | 3 | 0 | 0 | Cn1c(C(=O)c2ccccc2)nc2ccccc21
-3 | 0 | 13 | -16 | 7 | -15 | -3 | -1 | -5 | CC1CC(C)CN(c2ccc(S(=O)(=O)N3CCOCC3)cc2)C1 (configuration not stated)
3 | 0 | -3 | 8 | -7 | -0.3 | 2 | 2 | 6 | c1ccc(-c2nnc3n2-c2ccccc2SC3)cc1
4 | 2 | -4 | -9 | -10 | 0.7 | -1 | 28 | 11 | COc1ccc(-n2c(N)c(C(=O)NCC3CCCO3)sc2=S)cc1 (configuration not stated)
-2 | 6 | 6 | -33 | 4 | 0.6 | -2 | -1 | -2 | COc1cc(/C=N/NC(=O)CN2CCCCC2)ccc1OCc1ccc(Br)cc1
2 | 0 | -3 | 36 | -17 | -6.4 | 8 | 7 | -1 | COc1ccc(C(=O)NCc2nnc(SCC(=O)Nc3nnc(C)s3)o2)cc1
-1 | 4 | 7 | 9 | -12 | 0.3 | nt | 2 | -2 | Cc1ccccc1OCC(=O)OCC(=O)c1cc(C)n(C2CC2)c1C
0 | 2 | 3 | 13 | 4 | 0.0 | 6 | 14 | 6 | Cc1ccc(NC(=O)Cn2nnc3ccccc32)c(C)c1
-1 | -1 | 2 | 1 | 10 | -1.7 | 2 | -3 | -4 | COc1ccc(/C=N/N=C2\SC(CC(=O)O)C(=O)N2c2ccccc2)c(OC)c1 (configuration not stated)
-6 | 1 | 2 | 6 | 2 | -1.1 | 3 | -5 | 2 | Cc1ccc(-c2nc(C)sc2CC(=O)Nc2cccc(C)c2C)cc1
-1 | 2 | -2 | 3 | 0 | 0.6 | -4 | 4 | 2 | O=C(CSc1nnc(NC(=O)c2ccccc2F)s1)NCc1ccc(F)cc1
1 | 2 | 1 | -5 | -2 | -0.7 | -13 | -4 | -1 | CC1CCCN(C(=O)COC(=O)c2cc([N+](=O)[O-])ccc2N2CCOCC2)C1 (configuration not stated)
0 | -1 | -4 | -16 | -9 | -0.1 | 3 | 8 | -10 | Cc1cc(Cl)ccc1OCC(=O)NCCCCc1ccccc1

Source: PubChem (several laboratories)

Rows were taken by chance; about 2.9% have a hit in one of these screens.
